FH mod: Identification of activators of human fumarate hydratase by quantitative high-throughput screening; AID 1347055, 2019; Potency, µM (highest dose often 79.9 µM), inactives show at the top dose activity change, negative = inhibition, hits mostly inhibitors; 0.22% of 54,000 active; FH coupled MDH/diaphorase resazurin fluorescence, 15 min; further: the screen sought activators but most active calls are inhibition curves; nearly all actives have a fitted effect of over 45% in size
Target sequence (P07954 whole entry, looked up): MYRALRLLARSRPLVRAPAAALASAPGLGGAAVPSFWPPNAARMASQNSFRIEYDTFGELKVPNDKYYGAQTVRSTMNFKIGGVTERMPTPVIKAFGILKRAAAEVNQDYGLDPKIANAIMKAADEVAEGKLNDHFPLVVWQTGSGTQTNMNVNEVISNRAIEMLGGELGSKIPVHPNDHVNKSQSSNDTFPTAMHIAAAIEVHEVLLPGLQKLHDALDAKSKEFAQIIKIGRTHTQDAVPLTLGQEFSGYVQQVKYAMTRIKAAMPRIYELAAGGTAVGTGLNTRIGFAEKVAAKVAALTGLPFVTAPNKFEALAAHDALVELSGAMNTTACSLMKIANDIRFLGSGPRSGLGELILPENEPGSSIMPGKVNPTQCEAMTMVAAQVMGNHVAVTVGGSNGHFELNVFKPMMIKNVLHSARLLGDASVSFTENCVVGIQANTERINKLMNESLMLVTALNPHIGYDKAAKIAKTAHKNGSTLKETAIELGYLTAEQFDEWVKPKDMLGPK
NTMT1 inh: NTMT1 methyltransferase inhibition; Q9BV86; 2.5% of 59,000 active; Potency, µM (titrated, usually from 114 µM), for the others: at the top dose activity change, negative = inhibition, hits mostly inhibitors; NTMT1 MTase-Glo SAH luminescence, purified enzyme; AID 1645870;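 further: plate controls were DMSO vehicle for no effect and no enzyme for full effect; nearly all actives have a fitted effect of over 65% in size; many of its hits are not listed in these tables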
* hit, by the source's call; & = joins results of further samples; ! = not active in a repeat; [ ] = remark or other dose. The call rests on the fitted dose curve; in most records, active means well fitted curve in the direction sought with a large enough effect; inconclusive means small, poorly fitted or top-dose-only effect, or another doubt; inactive means no such curve, though single readings can be large; an effect the other way counts as inactive or inconclusive. Unless noted, on the % scale 0 is the no-effect control and ±100 the full control effect; potency means the concentration at half of the fitted maximal effect. A portion of the library. The share of hits here may be higher or lower than overall.

O=C(N[C@H](Cc1ccccc1)C(=O)O)c1sc2cc(F)ccc2c1Cl was read as FH mod 0.5% and NTMT1 inh 5.5%[57.5 µM].
CCCC1(c2ccccc2)NC(=O)N(CC(=O)N(C)Cc2c(F)cccc2Cl)C1=O (centres undefined) was read as FH mod 3.2% and NTMT1 inh -1.8%[57.5 µM].
Screening Cc1ccccc1OCC(O)CO (centres undefined) returned FH mod -4.6%[53.3 µM] and NTMT1 inh -16.0%[57.5 µM].
Screening COc1ccc(C(=O)c2ccccc2)c(O)c1 returned FH mod -1.1%[53.3 µM] and NTMT1 inh 15.5%[57.5 µM].
Screening CC(C)c1nn(-c2c(Cl)cccc2Cl)c2nc(Cc3ccc(OCCO)cc3)[nH]c(=O)c12 returned FH mod -3.7% and NTMT1 inh -5.2%.
`CN(C)CC/C=C1/c2ccccc2COc2ccc(CC(=O)O)cc21` gave FH mod 1.8%[53.3 µM] and NTMT1 inh 6.5%.
For CC1(C)CC(=O)c2c(C(F)(F)F)nn(-c3ccc(C(N)=O)c(NC4CCC(O)CC4)c3)c2C1 (centres undefined) the results were FH mod -0.7% and NTMT1 inh -3.7%.
`CNCc1ccc(-c2[nH]c3cc(F)cc4c3c2CCNC4=O)cc1` gave FH mod 1.3% and NTMT1 inh 6.31µM*!.
Cc1cn2c(n1)Cc1ccc(Cl)cc1C(c1ccc(N)cc1)=N2 was read as FH mod -7.1% and NTMT1 inh -14.0%[57.5 µM].
`OCCn1cc(-c2ccc3c(c2)CCC3=NO)c(-c2ccncc2)n1` gave FH mod 2.1%[53.3 µM] and NTMT1 inh 20.6%[57.5 µM].
For COc1cc2c(NC3CCN(CC4CCCCC4)CC3)nc(N3CCCN(C(C)C)CC3)nc2cc1OCCCN1CCCCC1 the results were FH mod -6.3% and NTMT1 inh inconclusive.
Screening CCN(CC)CCOc1ccc(Cc2ccccc2)cc1 returned FH mod 6.2%&23.8%[53.3 µM] and NTMT1 inh 31.6µM*!.
`CN(C)C(=O)c1cc2cnc(Nc3ccc(N4CCNCC4)cn3)nc2n1C1CCCC1` gave FH mod 14.1% and NTMT1 inh 4.3%.
Screening CS(=O)(=O)c1ccc(-c2cn3ccccc3n2)cc1 returned FH mod -0.9%[53.3 µM] and NTMT1 inh 7.08µM*.
Screening CC(Cc1cccc(C(F)(F)F)c1)NCCOC(=O)c1ccccc1 (centres undefined) returned FH mod 1.7%[53.3 µM] and NTMT1 inh 6.1%[57.5 µM].

At a glance, 13 of the compounds above:
O=C(N[C@H](Cc1ccccc1)C(=O)O)c1sc2cc(F)ccc2c1Cl was read as FH mod 0.5% and NTMT1 inh 5.5%[57.5 µM].
CCCC1(c2ccccc2)NC(=O)N(CC(=O)N(C)Cc2c(F)cccc2Cl)C1=O (centres undefined) was read as FH mod 3.2% and NTMT1 inh -1.8%[57.5 µM].
Screening Cc1ccccc1OCC(O)CO (centres undefined) returned FH mod -4.6%[53.3 µM] and NTMT1 inh -16.0%[57.5 µM].
Screening COc1ccc(C(=O)c2ccccc2)c(O)c1 returned FH mod -1.1%[53.3 µM] and NTMT1 inh 15.5%[57.5 µM].
Screening CC(C)c1nn(-c2c(Cl)cccc2Cl)c2nc(Cc3ccc(OCCO)cc3)[nH]c(=O)c12 returned FH mod -3.7% and NTMT1 inh -5.2%.
`CN(C)CC/C=C1/c2ccccc2COc2ccc(CC(=O)O)cc21` gave FH mod 1.8%[53.3 µM] and NTMT1 inh 6.5%.
For CC1(C)CC(=O)c2c(C(F)(F)F)nn(-c3ccc(C(N)=O)c(NC4CCC(O)CC4)c3)c2C1 (centres undefined) the results were FH mod -0.7% and NTMT1 inh -3.7%.
`CNCc1ccc(-c2[nH]c3cc(F)cc4c3c2CCNC4=O)cc1` gave FH mod 1.3% and NTMT1 inh 6.31µM*!.
Cc1cn2c(n1)Cc1ccc(Cl)cc1C(c1ccc(N)cc1)=N2 was read as FH mod -7.1% and NTMT1 inh -14.0%[57.5 µM].
`OCCn1cc(-c2ccc3c(c2)CCC3=NO)c(-c2ccncc2)n1` gave FH mod 2.1%[53.3 µM] and NTMT1 inh 20.6%[57.5 µM].
For COc1cc2c(NC3CCN(CC4CCCCC4)CC3)nc(N3CCCN(C(C)C)CC3)nc2cc1OCCCN1CCCCC1 the results were FH mod -6.3% and NTMT1 inh inconclusive.
Screening CCN(CC)CCOc1ccc(Cc2ccccc2)cc1 returned FH mod 6.2%&23.8%[53.3 µM] and NTMT1 inh 31.6µM*!.
`CN(C)C(=O)c1cc2cnc(Nc3ccc(N4CCNCC4)cn3)nc2n1C1CCCC1` gave FH mod 14.1% and NTMT1 inh 4.3%.

Next section.
For COc1cc2ncn(-c3cc(OCc4ccccc4S(C)(=O)=O)c(C#N)s3)c2cc1OC the results were FH mod -0.5%[53.3 µM] and NTMT1 inh -13.7%.
For CN1[C@@H]2CC[C@H]1CC(NC(=O)n1c(=O)[nH]c3ccccc31)C2 (some centres undefined) the results were FH mod 8.1%[53.3 µM] and NTMT1 inh -12.0%[57.5 µM].
`CNC(=O)c1cc(Oc2ccc(NC(=O)Nc3ccc(Cl)c(C(F)(F)F)c3)c(F)c2)ccn1` gave FH mod inconclusive and NTMT1 inh 15.1%.
`CCCOc1ccc(C(=O)OCCN(CC)CC)cc1N` gave FH mod 2.2%&3.8%[53.3 µM] and NTMT1 inh inconclusive.
Screening CCCCCCCCCCCCOCCOCCOCCOCCOCCOCCOCCOCCOCCO returned FH mod -15.4%[53.3 µM] and NTMT1 inh inconclusive.
Screening O=C(O)Cc1cn(-c2ccccc2)nc1-c1ccc(Cl)cc1 returned FH mod -11.8%[53.3 µM] and NTMT1 inh 28.4%[57.5 µM].
`Cc1cc(F)ccc1-c1nc(NCCN=C(N)NC#N)nc2c1ccc(=O)n2-c1c(F)cccc1F` gave FH mod -10.3% and NTMT1 inh 2.8%[57.5 µM].
For CN[C@@H]1[C@H](O)[C@H](NC)[C@H]2O[C@@]3(O)C(=O)C[C@@H](C)O[C@H]3O[C@@H]2[C@H]1O the results were FH mod -2.6%[53.3 µM] and NTMT1 inh 22.1%[57.5 µM].
Screening CC(C)(Cc1ccc2ccccc2c1)NC[C@@H](O)COc1cccc(Cl)c1C#N returned FH mod -8.8%[53.3 µM] and NTMT1 inh inconclusive.
`O=C(Nc1ccccc1Br)NC1CCN(c2ccc(C(F)(F)F)cn2)C1` (centres undefined) gave FH mod -2.8% and NTMT1 inh -1.3%[57.5 µM].
CCCCOCCOC(=O)c1cccnc1 was read as FH mod -6.5%[53.3 µM] and NTMT1 inh 19.5%[57.5 µM].

High-throughput results from PubChem BioAssay.
